XBP1 UPR activ – activators of adaptive arm of unfolded protein response (XBP1). CHO-XBP1 luciferase reporter, IRE1-XBP1 UPR activation, luminescence; percent of tunicamycin response, DMSO as zero. activation, % at 20 µM. 330,000 compounds, 0.33% hits;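 active = versus positive control, 20 µM dose yields 30% or more activation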;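 note: 100% = tunicamycin at 10 µg/mL and 0% = DMSO only wells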
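Material – CHO cell line with stable XBP1 luciferase reporter · Buffer or medium – F12 plus 10% FBS · Compound – single point, 20 µM final compound, 1% DMSO · Schedule – 16-18 h cell attachment at 37 °C, then 6 h compound exposure · Signal – Steady-Glo luminescence read · Benchmarks – high control tunicamycin 10 µg/mL final, low control DMSO vehicle only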
tim23-1 inh – tim23-1 yeast growth inhibition; AID 463212; S. cerevisiae tim23-1 growth, BacTiter-Glo luminescence, 24 h; inhibition, % at 20 µM; 330,000 compounds, 1.3% hits;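 active = growth inhibition of the mutant yeast at or above 50%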;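 note: temperature-sensitive mutant grown at 25 °C; plate controls were DMSO-treated mutant yeast for no effect and medium wells lacking yeast for full effect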
Mdm2-MdmX inh – disrupts the human Mdm2-MdmX interaction | inhibition, % at 8 µM | 330,000 compounds, 3% hits | SaOS-2 split-luciferase Mdm2/MdmX complementation, luminescence | AID 485346 | O15151+Q00987;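 active = inhibition of at least 50% at 8 µM in the primary screen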
Target sequence (O15151 whole entry, looked up): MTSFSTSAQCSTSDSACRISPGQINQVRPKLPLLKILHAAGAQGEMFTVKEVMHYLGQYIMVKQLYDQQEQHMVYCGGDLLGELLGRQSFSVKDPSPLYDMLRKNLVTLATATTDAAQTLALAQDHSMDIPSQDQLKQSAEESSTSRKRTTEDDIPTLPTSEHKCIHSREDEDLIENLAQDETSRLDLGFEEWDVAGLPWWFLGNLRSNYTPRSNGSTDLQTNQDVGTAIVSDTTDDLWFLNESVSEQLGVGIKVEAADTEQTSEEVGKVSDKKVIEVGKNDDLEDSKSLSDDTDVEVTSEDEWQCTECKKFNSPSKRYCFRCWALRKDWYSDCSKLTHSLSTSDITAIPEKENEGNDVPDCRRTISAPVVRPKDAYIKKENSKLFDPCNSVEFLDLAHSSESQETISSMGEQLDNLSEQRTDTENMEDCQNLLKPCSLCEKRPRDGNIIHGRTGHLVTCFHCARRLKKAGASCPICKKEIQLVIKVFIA
Target sequence (Q00987 whole entry, looked up): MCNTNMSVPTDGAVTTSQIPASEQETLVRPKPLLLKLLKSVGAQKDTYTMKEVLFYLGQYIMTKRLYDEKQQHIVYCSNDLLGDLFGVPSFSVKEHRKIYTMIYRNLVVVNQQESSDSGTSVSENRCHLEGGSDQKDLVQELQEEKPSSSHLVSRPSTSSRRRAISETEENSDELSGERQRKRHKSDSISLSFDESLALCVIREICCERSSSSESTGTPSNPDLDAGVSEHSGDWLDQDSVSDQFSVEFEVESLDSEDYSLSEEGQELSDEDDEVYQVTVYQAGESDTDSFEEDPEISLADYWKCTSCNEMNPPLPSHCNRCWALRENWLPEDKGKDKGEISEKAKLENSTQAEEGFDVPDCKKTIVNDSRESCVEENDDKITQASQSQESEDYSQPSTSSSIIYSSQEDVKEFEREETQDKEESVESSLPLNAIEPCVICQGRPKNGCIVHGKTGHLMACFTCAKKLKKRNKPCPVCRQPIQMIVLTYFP
CHOP UPR activ – activators of apoptotic arm of unfolded protein response (CHOP) | CHO-CHOP luciferase reporter, UPR activation, luminescence; percent of tunicamycin response over DMSO baseline | 330,000 compounds, 0.34% hits | activation, % at 10 µM;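 active = at 10 µM dose, activation of 40% or more, normalized to positive control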;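 note: 100% = tunicamycin at 10 µg/mL and 0% = DMSO alone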
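Test system: CHO CHOP reporter cells. Input: 500 CHO-CHOP cells per well. Medium: F12 with 10% FBS. Technique: luciferase luminescence. Measure: percent activation relative to tunicamycin control. Dosing: 10 µM compound, 0.5% DMSO. Timing: 16-18 h cell attachment, then 6 h compound exposure, 37 °C.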
APJ ag – agonists of human APJ apelin receptor | P35414 | 330,000 compounds, 0.11% hits | activation, % at 20 µM | AID 2520 | CHO-K1 APJ PathHunter beta-arrestin, luminescence; 0% DMSO wells, 100% apelin;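 active = activation more than six SD over the plate average, tested at 20 µM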;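 note: 0% = DMSO alone and 100% = apelin-13 at 10 nM; some results filed as inactive read as strong as hits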
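Assay system: CHO-K1 APJ beta-arrestin complementation cell line / Compound: single test compound dose, 20 µM final, 1% DMSO / Times: overnight seeding, 90 min compound at 25 °C, 1 h detection / Technique: beta-gal luminescence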
NALP3 yeast inh – blocks the NALP3 inflammasome reconstituted in yeast; Yeast reconstituted NLRP3/ASC/caspase-1, beta-gal luminescence, 24 h; inhibition, % at 10 µM; 330,000 compounds, 0.39% hits; AID 2825;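 active = inhibition of 50% or more; inactive = inhibition below 50%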;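 note: plate controls were induced DMSO wells for no effect and uninduced yeast grown without galactose for full effect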
tim10-1 inh – growth inhibitors of tim10-1 mutant yeast; AID 463190; 330,000 compounds, 2.2% hits; S. cerevisiae tim10-1 ts strain growth, BacTiter-Glo, 24 h; inhibition, % at 20 µM;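 active = inhibition of at least 40%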;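 note: mutant grown at 25 °C; 0% = DMSO wells with yeast and 100% = wells holding no yeast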
TIM10 inh – growth inhibitors of TIM10 yeast strain | inhibition, % at 10 µM | S. cerevisiae TIM10 strain growth, BacTiter-Glo luminescence, 24 h | 330,000 compounds, 1.4% hits;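 active = inhibition of 40% or more at the single tested concentration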;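 note: wild-type TIM10 isogenic control strain grown at permissive 25 °C; 0% = DMSO yeast wells and 100% = minimal medium wells without yeast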
NR3A LBD binder – modulates the human NR3A ligand-binding domain; NR3A LBD differential scanning fluorimetry, Tm shift; 0% = protein alone, 100% = glycine-bound protein; Tm shift relative to glycine control, % at 25 µM; 340,000 compounds, 2.5% hits;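 active = melting temperature shift of at least 10% of the positive control shift, at one fixed dose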
An asterisk follows results filed as active.

For COc1ccc([N+](=O)[O-])cc1N1C(=O)c2cccnc2C1=O the results were XBP1 UPR activ 6, tim23-1 inh 6, Mdm2-MdmX inh -2, CHOP UPR activ -3.6, APJ ag 0, NALP3 yeast inh 12, tim10-1 inh 2, TIM10 inh 4 and NR3A LBD binder 1.
For CCOc1ccc2nc(NC(=O)Cn3c(C)csc3=O)sc2c1 the results were XBP1 UPR activ 2, tim23-1 inh 0, Mdm2-MdmX inh 12, CHOP UPR activ 2.8, APJ ag -2, NALP3 yeast inh 12, tim10-1 inh 4, TIM10 inh 1 and NR3A LBD binder -1.
Screening C=CCOC(=O)C1=C(C)NC(=O)NC1c1cc(Cl)cc(Cl)c1OC (centres undefined) returned XBP1 UPR activ -7, tim23-1 inh 3, Mdm2-MdmX inh 28, CHOP UPR activ -1.1, APJ ag -1, NALP3 yeast inh 11, tim10-1 inh 2, TIM10 inh 5 and NR3A LBD binder -3.
Screening Cc1cccc(-c2nnc(SCc3cc(=O)[nH]c4ccccc34)n2C)c1 returned XBP1 UPR activ 2, tim23-1 inh 8, Mdm2-MdmX inh 9, CHOP UPR activ -1.7, APJ ag -3, NALP3 yeast inh 1, tim10-1 inh 18, TIM10 inh 12 and NR3A LBD binder 2.
`CCCCn1c(N)c(N(CCOC)C(=O)c2cnccn2)c(=O)[nH]c1=O` gave XBP1 UPR activ 0, tim23-1 inh 0, Mdm2-MdmX inh 21, CHOP UPR activ 1.1, APJ ag 5, NALP3 yeast inh -3, tim10-1 inh -8, TIM10 inh 1 and NR3A LBD binder 3.
`O=C(Cc1cccc(C(F)(F)F)c1)Nc1cc(S(=O)(=O)N2CCOCC2)ccc1N1CCCC1` gave XBP1 UPR activ -2, tim23-1 inh 20, Mdm2-MdmX inh -9, CHOP UPR activ 0.4, APJ ag -1, NALP3 yeast inh 1, tim10-1 inh 20, TIM10 inh 6 and NR3A LBD binder 2.
Cc1ccc(CCN2CC(C(=O)NCCCN3CCC(C)CC3)CC2=O)cc1 (centres undefined) was read as XBP1 UPR activ -1, tim23-1 inh -23, Mdm2-MdmX inh 13, CHOP UPR activ 1.0, APJ ag -2, NALP3 yeast inh -1, tim10-1 inh -9, TIM10 inh -3 and NR3A LBD binder -2.
Screening CC(=O)NCc1ccc(S(=O)(=O)N2CCCN(C)CC2)cc1 returned XBP1 UPR activ -1, tim23-1 inh 15, Mdm2-MdmX inh -34, CHOP UPR activ -1.6, APJ ag -4, NALP3 yeast inh 15, tim10-1 inh 24, TIM10 inh 15 and NR3A LBD binder -4.
CNc1ccc(C(=O)N2CCN(S(=O)(=O)c3ccc4c(c3)OCCCO4)CC2)cc1[N+](=O)[O-] was read as XBP1 UPR activ -6, tim23-1 inh 27, Mdm2-MdmX inh 14, CHOP UPR activ 2.4, APJ ag -3, NALP3 yeast inh 28, tim10-1 inh 19, TIM10 inh 11 and NR3A LBD binder 1.
Screening Cc1c(NC(=O)CN2CCN(c3ccccc3)CC2)c(=O)n(-c2ccccc2)n1C returned XBP1 UPR activ -4, tim23-1 inh -3, Mdm2-MdmX inh 11, CHOP UPR activ 0.1, APJ ag -1, NALP3 yeast inh 7, tim10-1 inh 0, TIM10 inh 13 and NR3A LBD binder 0.
Screening OCCC1CN(Cc2cnc(-c3cccc4ccccc34)nc2)CCN1C1CCCCC1 (centres undefined) returned XBP1 UPR activ -2, tim23-1 inh 13, Mdm2-MdmX inh 4, CHOP UPR activ 0.3, APJ ag -2, NALP3 yeast inh 5, tim10-1 inh 4, TIM10 inh -15 and NR3A LBD binder -2.
CC1=NN(c2ccccc2)C(=O)/C1=C/c1cn(C)c2ccccc12 was read as XBP1 UPR activ -1, tim23-1 inh 13, Mdm2-MdmX inh 3, CHOP UPR activ 1.2, APJ ag -5, NALP3 yeast inh 27, tim10-1 inh 1, TIM10 inh 4 and NR3A LBD binder -5.

For reference, some entries already given.
For CCOc1ccc2nc(NC(=O)Cn3c(C)csc3=O)sc2c1 the results were XBP1 UPR activ 2, tim23-1 inh 0, Mdm2-MdmX inh 12, CHOP UPR activ 2.8, APJ ag -2, NALP3 yeast inh 12, tim10-1 inh 4, TIM10 inh 1 and NR3A LBD binder -1.
Screening C=CCOC(=O)C1=C(C)NC(=O)NC1c1cc(Cl)cc(Cl)c1OC (centres undefined) returned XBP1 UPR activ -7, tim23-1 inh 3, Mdm2-MdmX inh 28, CHOP UPR activ -1.1, APJ ag -1, NALP3 yeast inh 11, tim10-1 inh 2, TIM10 inh 5 and NR3A LBD binder -3.

Following part
`Cc1ccccc1NS(=O)(=O)c1ccc2[nH]cc(C(=O)NCCCN3CCOCC3)c(=O)c2c1` gave XBP1 UPR activ -2, tim23-1 inh 6, Mdm2-MdmX inh 5, CHOP UPR activ -1.0, APJ ag -2, NALP3 yeast inh -3, tim10-1 inh -7, TIM10 inh -20 and NR3A LBD binder 0.
Screening CS(=O)(=O)N(CC(=O)NCCSC1CCCCC1)c1cccc(F)c1 returned XBP1 UPR activ 0, tim23-1 inh 9, Mdm2-MdmX inh 12, CHOP UPR activ 0.9, APJ ag -1, NALP3 yeast inh 4, tim10-1 inh 9, TIM10 inh -9 and NR3A LBD binder -5.
For O=C(CN1C(=O)NC2(CCCC2)C1=O)Nc1cccc(-c2nnc3n2CCCCC3)c1 the results were XBP1 UPR activ 0, tim23-1 inh -3, Mdm2-MdmX inh 1, CHOP UPR activ -3.8, APJ ag 2, NALP3 yeast inh 6, tim10-1 inh -7, TIM10 inh 4 and NR3A LBD binder -2.
Cc1ccc(Cl)cc1N1CCN(C(=O)C2CCN(S(=O)(=O)c3cnc[nH]3)CC2)CC1 was read as XBP1 UPR activ -3, tim23-1 inh 8, Mdm2-MdmX inh -16, CHOP UPR activ -0.5, APJ ag 5, NALP3 yeast inh 9, tim10-1 inh 3, TIM10 inh 18 and NR3A LBD binder 0.
`COc1ccc(C(=O)C2CCCN(Cc3ccc4nonc4c3)C2)cc1OC` (centres undefined) gave XBP1 UPR activ -1, tim23-1 inh -7, Mdm2-MdmX inh 33, CHOP UPR activ 1.1, APJ ag -1, NALP3 yeast inh 8, tim10-1 inh 9, TIM10 inh 9 and NR3A LBD binder -1.
CC(=O)c1nn(-c2cccc(Br)c2)cc1C(=O)c1ccc(Br)cc1 was read as XBP1 UPR activ 4, tim23-1 inh -19, Mdm2-MdmX inh 56*, CHOP UPR activ 2.0, APJ ag -3, NALP3 yeast inh 2, tim10-1 inh 12, TIM10 inh -8 and NR3A LBD binder -1.
For CC(=O)Nc1ccc(C(=O)OCC(=O)Nc2ccc([N+](=O)[O-])cc2C(F)(F)F)cc1 the results were XBP1 UPR activ 1, tim23-1 inh 12, Mdm2-MdmX inh 0, CHOP UPR activ 0.7, APJ ag 0, NALP3 yeast inh 18, tim10-1 inh 23, TIM10 inh -9 and NR3A LBD binder 1.
For COc1ccc(C(=O)Nc2ccc(S(=O)(=O)Nc3nccc(C)n3)cc2)cc1OC the results were XBP1 UPR activ -1, tim23-1 inh -4, Mdm2-MdmX inh -7, CHOP UPR activ 1.7, APJ ag 1, NALP3 yeast inh 9, tim10-1 inh -8, TIM10 inh 3 and NR3A LBD binder 1.
Screening Cc1cc(C)c(S(=O)(=O)N2CCN(C(=O)C(C)Cn3nc(C)nc3C)CC2)c(C)c1 (centres undefined) returned XBP1 UPR activ -3, tim23-1 inh 10, Mdm2-MdmX inh 19, CHOP UPR activ 5.4, APJ ag 1, NALP3 yeast inh 10, tim10-1 inh -9, TIM10 inh 8 and NR3A LBD binder 1.
Screening COCCCNC(=O)c1c[nH]c2ccc(S(=O)(=O)N3CCc4ccccc43)cc2c1=O returned XBP1 UPR activ 1, tim23-1 inh 7, Mdm2-MdmX inh 26, CHOP UPR activ -2.5, APJ ag 3, NALP3 yeast inh 5, tim10-1 inh 12, TIM10 inh 22 and NR3A LBD binder -10.
Screening Cc1c(Cl)cnc(NC(=O)COC(=O)c2ccc3ncsc3c2)c1Cl returned XBP1 UPR activ -5, tim23-1 inh -10, Mdm2-MdmX inh -2, CHOP UPR activ -8.1, APJ ag -2, NALP3 yeast inh 10, tim10-1 inh 16, TIM10 inh -13 and NR3A LBD binder 3.
Clc1ccc2c(N/N=C/c3ccccc3Br)ccnc2c1 was read as XBP1 UPR activ 13, tim23-1 inh 17, Mdm2-MdmX inh 101*, CHOP UPR activ 13, APJ ag 2, NALP3 yeast inh 30, tim10-1 inh -1, TIM10 inh 29 and NR3A LBD binder 4.

Structural class, the compounds so far with a CF3 group
`O=C(Cc1cccc(C(F)(F)F)c1)Nc1cc(S(=O)(=O)N2CCOCC2)ccc1N1CCCC1` gave XBP1 UPR activ -2, tim23-1 inh 20, Mdm2-MdmX inh -9, CHOP UPR activ 0.4, APJ ag -1, NALP3 yeast inh 1, tim10-1 inh 20, TIM10 inh 6 and NR3A LBD binder 2.
For CC(=O)Nc1ccc(C(=O)OCC(=O)Nc2ccc([N+](=O)[O-])cc2C(F)(F)F)cc1 the results were XBP1 UPR activ 1, tim23-1 inh 12, Mdm2-MdmX inh 0, CHOP UPR activ 0.7, APJ ag 0, NALP3 yeast inh 18, tim10-1 inh 23, TIM10 inh -9 and NR3A LBD binder 1.

(cont.)
Screening O=C(Nc1ccc(F)cc1)NC1(C(=O)NCc2cccs2)CCCCC1 returned XBP1 UPR activ -1, tim23-1 inh 2, Mdm2-MdmX inh 18, CHOP UPR activ 1.6, APJ ag 2, NALP3 yeast inh 15, tim10-1 inh 5, TIM10 inh 7 and NR3A LBD binder -2.
O=C(C/C=N/OCc1c(Cl)cccc1Cl)c1ccccc1 was read as XBP1 UPR activ 1, tim23-1 inh 19, Mdm2-MdmX inh -10, CHOP UPR activ 0.9, APJ ag 0, NALP3 yeast inh 11, tim10-1 inh 15, TIM10 inh 5 and NR3A LBD binder 2.
For CCOC(=O)c1c(C)[nH]c(C(=O)OCC(=O)N(CC(C)C)c2c(N)n(Cc3ccccc3)c(=O)[nH]c2=O)c1C the results were XBP1 UPR activ -1, tim23-1 inh -4, Mdm2-MdmX inh 19, CHOP UPR activ -0.3, APJ ag 2, NALP3 yeast inh 11, tim10-1 inh 0, TIM10 inh 6 and NR3A LBD binder -1.
`Cc1cc(C)cc(C(=O)Nc2nc3ccccc3[nH]2)c1` gave XBP1 UPR activ 14, tim23-1 inh 47, Mdm2-MdmX inh -55, CHOP UPR activ 7.5, APJ ag 0, NALP3 yeast inh 52*, tim10-1 inh 11, TIM10 inh 13 and NR3A LBD binder 3.
`O=C(CCSc1ccccn1)Nc1ccc(Br)cc1` gave XBP1 UPR activ 9, tim23-1 inh 6, Mdm2-MdmX inh -150, CHOP UPR activ 8.2, APJ ag -4, NALP3 yeast inh 11, tim10-1 inh -2, TIM10 inh 2 and NR3A LBD binder 0.
`CC(C)(O)C#Cc1ccc(CN2CCN(C3CCCCC3)C(CCO)C2)cc1` (centres undefined) gave XBP1 UPR activ -1, tim23-1 inh 18, Mdm2-MdmX inh 3, CHOP UPR activ -2.8, APJ ag -3, NALP3 yeast inh 18, tim10-1 inh 1, TIM10 inh -10 and NR3A LBD binder 0.

Bioassay records deposited in PubChem by Sanford-Burnham Center for Chemical Genomics.
